Assay outcomes deposited in PubChem BioAssay by National Center for Advancing Translational Sciences (NCATS).
Epigenetic mod = epigenetic modulators derepressing GFP locus in mouse cells; mouse C127i GFP locus derepression, cytometry, 30 h; Potency, µM (series often up to 46.1 µM), for the others: at the highest dose GFP derepression (activation); hit rate 0.09% among 68,000; AID 597; further: % of control where 0% means no effect
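Derepression screen: silenced CMV-GFP reporter in murine C127i cells, 30 h compound incubation at 37 C, washed cells imaged by laser-scanning cytometer to enumerate GFP-expressing objects of 20 to 120 um.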
USP2a inhib = blocks human ubiquitin-specific protease USP2a | Potency, µM (highest dose often 38.3 µM), for inactives: top-dose activity change, negative = inhibition, hits mostly inhibitors | hit rate 0.1% among 60,000 | O75604 | USP2a enzymatic assay, qHTS inhibition;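 further: potency means the concentration at half of the fitted maximal effect; nearly all actives have a fitted effect of over 60% in size; plate controls were DMSO for no effect and NEM full inhibition control for full effect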
Target sequence (O75604 whole entry, looked up): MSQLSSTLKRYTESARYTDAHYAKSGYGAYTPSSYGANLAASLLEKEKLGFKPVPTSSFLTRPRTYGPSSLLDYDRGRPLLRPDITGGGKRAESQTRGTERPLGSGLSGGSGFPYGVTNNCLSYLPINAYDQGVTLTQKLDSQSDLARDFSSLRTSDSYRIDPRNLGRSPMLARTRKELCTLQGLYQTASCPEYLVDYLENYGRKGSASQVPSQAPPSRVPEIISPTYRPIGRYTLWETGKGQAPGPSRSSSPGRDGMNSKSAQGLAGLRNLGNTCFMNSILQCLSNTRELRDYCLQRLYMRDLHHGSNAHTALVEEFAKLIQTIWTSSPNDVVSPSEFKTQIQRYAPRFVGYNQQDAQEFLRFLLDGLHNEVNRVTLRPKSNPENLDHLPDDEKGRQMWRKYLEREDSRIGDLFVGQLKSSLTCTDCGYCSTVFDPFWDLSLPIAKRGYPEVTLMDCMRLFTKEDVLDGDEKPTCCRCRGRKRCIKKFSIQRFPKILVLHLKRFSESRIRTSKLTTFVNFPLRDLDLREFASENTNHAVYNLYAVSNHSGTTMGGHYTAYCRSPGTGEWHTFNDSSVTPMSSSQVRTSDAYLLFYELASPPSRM
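20 nM USP2 core + cpd, 30 min RT; add 20 nM Ub-PLA2/20 uM NBD C6-HPC; read Ex460/Em535 at 0 h and 2.5 h. Normalized to NEM; qHTS curve fit/classification.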
BRCT PPI red = disrupts BRCA1 BRCT binding to phosphoprotein, red fluorophore readout | BRCT-phosphopeptide binding, red fluorescence polarization | P38398 | AID 892 | Potency, µM (doses to about 76.9 µM), inactives show at the top dose activity change, negative = inhibition, hits mostly inhibitors | hit rate 0.03% among 75,000; further: on the % scale 0 is the no-effect control and ±100 the full control effect
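Fluorescence polarization: 100 nM His-tagged BRCA1 BRCT with 100 nM TAMRA-labelled phospho-BACH1 decapeptide, phosphate buffer pH 7.3 with 150 mM NaCl, DTT, 0.01% Tween 20; 12 min RT. Binding inhibition seen as FP decrease.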
HEK293 cAMP cs = counter-screen for TSHR agonists: cAMP increase in parental HEK293. parental HEK293 CNG cAMP sensor, membrane potential fluorescence. Potency, µM (doses to about 57.1 µM), without a hit: at the highest dose activation, most hits filed as activators. hit rate 2.5% among 73,000; further: potency means the concentration at half of the fitted maximal effect; % of control where 0% means no effect; nearly all actives have a fitted effect of over 55% in size
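Counterscreen for endogenous-receptor signalling: CNG-channel HEK 293 cells report cAMP rise by membrane depolarization. After 60 min dye equilibration with 100 uM RO 20-1724, compounds incubated 30 min before bottom-read fluorescence at 590 nm.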
4-MU autofl = compounds fluorescent in 4-MU spectral region | max dye-equivalent concentration, M | compound autofluorescence, 340/450 nm, 4-MU equivalents; hits give high values | hit rate 11% among 59,000 | AID 589; in the data active means max dye-equivalent concentration above about 10 nM; inconclusive means mostly about 1.1 nM to 9.6 nM
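Compounds in 100 mM Tris, pH 8.0, incubated 15 min at room temperature, then fluorescence read at 340 nm excitation/450 nm emission. Signal converted to 4-MU dye-equivalent concentration using an on-plate six-point 4-MU standard curve.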
BRCT PPI green = inhibitors of human BRCA1 BRCT-phosphoprotein interaction (green fluorophore) | Potency, µM (series often up to 76.9 µM), for the others: at the top dose activity change, negative = inhibition, usual class: inhibitors | hit rate 0.05% among 75,000 | BRCA1 BRCT-phosphopeptide binding, green fluorescence polarization | P38398;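 further: potency means the concentration at half of the fitted maximal effect; plate controls were peptide without protein for full effect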
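Fluorescence polarization: His-tagged BRCT (~35 kDa BRCA1 C-terminus, 250 nM) bound to 100 nM fluorescein-labeled phosphorylated 10-aa BACH1 peptide, pH 7.3 phosphate buffer with DTT and Tween 20. Compounds incubated 12 min at room temperature; inhibition read as lowered polarization.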
Caspase-1 inhib = caspase-1 (human) inhibition, allosteric or competitive. AID 900. hit rate 0.03% among 75,000. P29466. Caspase-1 enzyme, Ac-WEHD-AFC fluorogenic rate. Potency, µM (highest dose often 57.5 µM), for the others: top-dose activity change, negative = inhibition, usual class: inhibitors;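 further: potency means the concentration at half of the fitted maximal effect; plate controls were vehicle for no effect and no substrate for full effect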
Target sequence (P29466 120-297 limits assumed): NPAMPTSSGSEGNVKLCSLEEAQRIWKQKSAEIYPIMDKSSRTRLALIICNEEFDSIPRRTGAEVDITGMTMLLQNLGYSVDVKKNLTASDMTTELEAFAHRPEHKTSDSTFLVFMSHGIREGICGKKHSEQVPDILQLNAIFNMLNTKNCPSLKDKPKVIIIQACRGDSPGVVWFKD
Target sequence (P29466 317-404 limits assumed): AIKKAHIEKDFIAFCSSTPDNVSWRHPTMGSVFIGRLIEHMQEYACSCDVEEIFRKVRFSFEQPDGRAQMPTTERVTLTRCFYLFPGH
A350 fluor = A350 region autofluorescence; Compound autofluorescence, 340/450 nm, Alexa 350 dye-equivalents; hits give high values; max dye-equivalent concentration, M; hit rate 11% among 59,000; in the data active means max dye-equivalent concentration above about 10 nM; inconclusive means mostly about 1.1 nM to 9.6 nM
Casp7 inh = blocks human caspase-7 allosterically or competitively | AID 889 | Potency, µM (top dose mostly 57.5 µM), without a hit: at the highest dose activity change, negative = inhibition, actives largely listed as inhibitors | hit rate 0.02% among 75,000 | recombinant caspase-7, Ac-DEVD-AFC fluorescence rate; active means well fitted inhibition curve with a large enough effect in the main read-out, with a control signal flat, not every such curve was filed as active; inconclusive means small, poorly fitted or top-dose-only effect, or a change in a side signal; further: potency means the concentration at half of the fitted maximal effect; % of control where 0% means no effect
Fluorescein autfl = compound autofluorescence in fluorescein spectral region; Compound autofluorescence, 480/540 nm, fluorescein-equivalent; hits give high values; AID 593; hit rate 0.91% among 59,000; max fluorescein-equivalent concentration, M; in the data active means max fluorescein-equivalent concentration above about 10 nM; inconclusive means between about 1.1 nM and that limit
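Compounds were pin-transferred into 100 mM Tris buffer, pH 8.0, and incubated 15 min at room temperature. Fluorescence was read at 480 nm excitation/540 nm emission. Signals were normalized to an on-plate six-point fluorescein standard curve as dye-equivalent concentration.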
UbGFP stabilizer = inhibits proteasome, raising ubiquitin-GFP reporter fluorescence; Ubiquitin-GFP reporter cells, proteasome inhibition, GFP fluorescence; response scale: untreated = 0%, 10 µM MG-132 = 100%; Potency, µM (doses to about 45.9 µM), inactives show top-dose activation (GFP accumulation), most hits filed as activators; 67,000 tested, under 10 active; active means well fitted activation curve with a large enough effect, not every such curve was filed as active; inconclusive means small, poorly fitted or top-dose-only effect, or another doubt; inactive means no such curve, though single readings can be large or run the other way; further: potency means the concentration at half of the fitted maximal effect
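Proteasome blockade was scored as a rise in GFP-expressing U2OS cells carrying a ubiquitin(G76V)-GFP construct, imaged after 4 hr compound treatment at 37 °C across a 46 uM–2.9 nM series.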
The depositor's hits bear a star; i = inactive; ? = inconclusive; . = no result given; [ ] = dose if it differs, or a comment. Unless noted, the call rests on the fitted dose curve; in most records, active means well fitted curve in the direction sought with a large enough effect; inconclusive means small, poorly fitted or top-dose-only effect, or another doubt; inactive means no such curve, though single readings can be large; an effect the other way counts as inactive or inconclusive. The list is partial; rates above refer to the full screens.

Sample of the layout, 4 compounds:
1: O=C(NC1CCCc2ccccc21)C1CCN(S(=O)(=O)c2cccc3nonc23)CC1 (stereo not drawn)
2: COc1ccc(OC)c(C2C(C(=O)O)c3ccccc3C(=O)N2C)c1 (stereo not drawn)
3: COc1ccc(-c2noc(CCC(=O)NC3CCCCC3)n2)cc1OC
4: CC(=O)c1sc(NC(=O)C2COc3ccccc3O2)nc1C (stereo not drawn)

entry no.	1	2	3	4
Epigenetic mod	21%	-1%	-4%	.
USP2a inhib	9%	1%	4%	.
BRCT PPI red	-0.4%	0.5%	-0.7%	-1.1%
HEK293 cAMP cs	-3%	0%	16%	-6%
4-MU autofl	i	i	i	.
BRCT PPI green	2.0%	-1.2%	-0.3%	0.4%
Caspase-1 inhib	-2%	3%	-3%	-1%
A350 fluor	i	i	i	.
Casp7 inh	-3%	-1%	-2%	0%
Fluorescein autfl	?	i	i	.
UbGFP stabilizer	19%	10%	7%	0%

This part in full, from the first entry:
1: O=C(NC1CCCc2ccccc21)C1CCN(S(=O)(=O)c2cccc3nonc23)CC1 (stereo not drawn)
2: COc1ccc(OC)c(C2C(C(=O)O)c3ccccc3C(=O)N2C)c1 (stereo not drawn)
3: COc1ccc(-c2noc(CCC(=O)NC3CCCCC3)n2)cc1OC
4: CC(=O)c1sc(NC(=O)C2COc3ccccc3O2)nc1C (stereo not drawn)
5: COc1cccc(N2CCN(Cc3coc4c(Cl)cc(Cl)cc4c3=O)CC2)c1
6: CCOC(=O)c1c(NS(=O)(=O)c2cccc(OC)c2)sc2c1CCC2
7: COc1ccc(S(=O)(=O)N2CCC(NC(=O)Nc3ccc(C)cc3)CC2)cc1
8: Cc1cccc(NC(=O)C2CCCN2C(=O)OCC(C)C)c1C (stereo not drawn)

entry no.	1	2	3	4	5	6	7	8
Epigenetic mod	21%	-1%	-4%	.	3%	0%	2%	0%
USP2a inhib	9%	1%	4%	.	20%	5%	28%	3%
BRCT PPI red	-0.4%	0.5%	-0.7%	-1.1%	-0.5%	-0.6%	-1.0%	-1.7%
HEK293 cAMP cs	-3%	0%	16%	-6%	4%	25%	-16%	?
4-MU autofl	i	i	i	.	.	i	i	i
BRCT PPI green	2.0%	-1.2%	-0.3%	0.4%	0.1%	-3.6%	-2.9%	-2.8%
Caspase-1 inhib	-2%	3%	-3%	-1%	-17%	-5%	-4%	0%
A350 fluor	i	i	i	.	.	i	i	i
Casp7 inh	-3%	-1%	-2%	0%	-12%	-4%	-4%	1%
Fluorescein autfl	?	i	i	.	.	?	?	i
UbGFP stabilizer	19%	10%	7%	0%	3%	4%	-5%	-3%

9: CC(C)C(NS(=O)(=O)c1cccc2nsnc12)C(=O)N1CCc2ccccc2C1 (stereo not drawn)
10: O=C(CSCCO)Nc1cc(C(F)(F)F)ccc1Cl
11: C[C@H]1/C=C\CC(=O)OC[C@H](C)C(=O)N2CCC[C@@H]2C(=O)OC1
12: CC(C)(C)n1c(=O)[nH]c2c(c1=O)CCC2
13: CC(C)Cn1c(=O)c(C(=O)NCc2ccccn2)c(O)c2ccccc21
14: CSc1nnc(Cn2c(=O)sc3ccccc32)n1CCc1ccccc1
15: Cc1nc2cc(NC(=O)NCc3ccco3)ccc2n1C
16: COc1cccc2[nH]c(-c3ccccn3)nc12

entry no.	9	10	11	12	13	14	15	16
Epigenetic mod	1%	0%	.	0%	-2%	0%	-1%	-2%[9.22 µM]
USP2a inhib	8%	6%	.	-9%	31%[activator]	.	-3%	.
BRCT PPI red	1.5%	-0.4%	1.6%[15.4 µM]	-0.2%	-1.2%	-2.8%	1.3%	-1.7%[15.4 µM]
HEK293 cAMP cs	17%	1%	7%[11.4 µM]	5%	25µM*	22%	6%	13%[11.4 µM]
4-MU autofl	i	?	.	i	i	.	i	i
BRCT PPI green	-0.1%	-1.0%	-2.0%[15.4 µM]	-1.5%	1.5%	2.3%	-2.0%	-0.2%[15.4 µM]
Caspase-1 inhib	2%	-1%	-5%[11.5 µM]	1%	-1%	-4%	2%	0%[11.5 µM]
A350 fluor	i	?	.	i	i	.	i	?
Casp7 inh	-2%	-4%	-6%[11.5 µM]	0%	2%	0%	-2%	0%[11.5 µM]
Fluorescein autfl	?	i	.	?	?	.	i	i
UbGFP stabilizer	5%	0%	.	0%	.	5%	-3%	-3%[9.17 µM]

17: O=C(O)C1[C@H]2C(=O)N(C3CCCC3)C[C@]23C=C[C@H]1O3 (stereo partly drawn)
18: COc1ccc(C2SCC(=O)N2c2c(C)n(C)n(-c3ccccc3)c2=O)c(OC)c1 (stereo not drawn)
19: COC(=O)c1cc(OC)c(OC)cc1NC(=O)c1ccc(Br)o1
20: O=c1c2ccccc2nnn1CSc1nnc2sc3ccccc3n12
21: O=C(Cn1cc2c(n1)CCCC2)NCCCN1CCCC1
22: COc1ccccc1NC(=O)CSc1nnc(-c2ccco2)n1Cc1ccco1
23: CC1=C(C(=O)OCC2CCCO2)C(c2ccc(C)o2)C2=C(CC(c3ccc(F)cc3)CC2=O)N1 (stereo not drawn)
24: Cc1cnc(NC(=O)C(C)N2C(=O)C3CC=CCC3C2=O)s1 (stereo not drawn)

entry no.	17	18	19	20	21	22	23	24
Epigenetic mod	2%	1%	0%	3%	-3%	6%	3%	-2%
USP2a inhib	-11%	9%	-5%	29%	.	-1%	20%	-1%
BRCT PPI red	-1.2%	-2.4%	0.7%	0.8%	-0.4%	-1.0%	-1.2%	1.3%
HEK293 cAMP cs	0%	6%	14%	7%	3%	?	?	15%[2.29 µM]
4-MU autofl	i	i	.	i	.	i	3.6e-08M*	i
BRCT PPI green	-1.9%	-0.6%	-1.8%	-0.2%	1.2%	-1.1%	-0.8%	-0.3%
Caspase-1 inhib	2%	-3%	-1%	0%	-3%	1%	-2%	-1%
A350 fluor	i	i	.	i	.	i	3.7e-08M*	?
Casp7 inh	1%	0%	0%	-1%	-2%	0%	-2%	-2%
Fluorescein autfl	?	i	.	?	.	i	i	i
UbGFP stabilizer	-5%	-5%	16%	3%	15%	0%	-7%	-9%

25: CCOC(=O)c1c(C)c(C(=O)N2CCN(C(=O)c3ccco3)CC2)c(C)n1C
26: CCN(CC)c1ccc(NC(=O)c2c(OC)cccc2OC)c(C)c1
27: COc1cc2c(C#N)c(N3CCOCC3)nc(N)c2c(N)n1
28: CCCCc1c(O)nc(SCC(=O)N2CCCCC2)n(-c2ccccc2C)c1=O
29: COc1ccc2[nH]cc(CCNc3ccnc(-c4ccoc4)n3)c2c1
30: CC1CC(=O)N(CC(=O)NCc2ccco2)c2ccccc2S1 (stereo not drawn)
31: COc1cc2c(cc1OC)-c1nnnn1C(C)(C)C2
32: COc1ccc(-c2[nH]c(-c3ccc(F)cc3)nc2SCC(=O)NCc2ccco2)cc1OC

entry no.	25	26	27	28	29	30	31	32
Epigenetic mod	4%	1%	3%	2%	-5%[9.22 µM]	.	0%	4%
USP2a inhib	0%	10%	-17%	-3%	159%[activator]	.	-5%	.
BRCT PPI red	-0.5%	-0.8%	-1.5%	1.1%	-1.5%	1.1%	-1.4%	-0.7%
HEK293 cAMP cs	0%	2%	-25%	4%	-16%	6%	3%	-2%
4-MU autofl	i	i	5.1e-07M*	i	i	.	i	.
BRCT PPI green	-2.8%	-0.6%	-4.7%	0.0%	0.4%	-2.2%	0.0%	2.4%
Caspase-1 inhib	0%	-1%	-11%	-1%	-4%	-3%	-2%	0%
A350 fluor	i	i	4.9e-07M*	?	i	.	i	.
Casp7 inh	1%	-3%	-9%	-1%	-4%	-2%	0%	-3%
Fluorescein autfl	i	?	i	i	i	.	i	.
UbGFP stabilizer	7%	6%	-3%	-2%	15%	.	8%	4%

33: CCOC(=O)Nc1ccc2c(c1)N(C(=O)CCN1CCN3CCCC3C1)c1ccccc1CC2 (stereo not drawn)
34: Cc1nnc(SCC(=O)Nc2ccccc2)n1CCc1ccccc1
35: COc1ccccc1-c1cc(C2CC2)nc(N)c1C#N
36: CC(O)[C@H](NC(=O)C1(c2ccccc2)CCN(C(=O)OC(C)(C)C)CC1)C(=O)O (stereo partly drawn)
37: Fc1ccccc1

entry no.	33	34	35	36	37
Epigenetic mod	2%	0%	2%	-2%	.
USP2a inhib	6%	32%[activator]	5%	3%	.
BRCT PPI red	0.2%	0.5%	-1.7%	-0.3%	0.2%
HEK293 cAMP cs	17%	17%	?	?	1%
4-MU autofl	i	i	.	i	.
BRCT PPI green	1.2%	0.4%	1.1%	-1.6%	-0.8%
Caspase-1 inhib	-9%	-2%	0%	-2%	-2%
A350 fluor	?	i	.	i	.
Casp7 inh	-7%	-2%	-4%	0%	-1%
Fluorescein autfl	i	i	.	?	.
UbGFP stabilizer	7%	-7%	-2%	-2%	.
